Compound activity as filed in PubChem.
UPR XBP1 act: activators of adaptive XBP1 UPR arm, primary screen, cell-based, CHO-XBP1 luciferase reporter, luminescence, uHTS | IRE1-XBP1 UPR activation; percent of tunicamycin response, DMSO as zero | activation, % at 20 µM | 330,000 compounds, 0.33% hits;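 active = versus positive control, 20 µM dose yields 30% or more activation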;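 note: 100% = tunicamycin at 10 µg/mL and 0% = DMSO only wells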
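Material – CHO cell line with stable XBP1 luciferase reporter · Buffer or medium – F12 plus 10% FBS · Compound – single point, 20 µM final compound, 1% DMSO · Schedule – 16-18 h cell attachment at 37 °C, then 6 h compound exposure · Signal – Steady-Glo luminescence read · Benchmarks – high control tunicamycin 10 µg/mL final, low control DMSO vehicle only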
CXCR6 inh: CXCR6 receptor inhibitors, primary screen, cell-based, beta-arrestin, luminescence, CHO-K1 PathHunter, 1536-well. inhibition, % at 20 µM. AID 602244, 2012. 360,000 compounds, 0.36% hits; in the data active = inhibition above about 34%, passing the limit was not always enough;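 note: antagonist mode with CXCL16 agonist at 10 nM final; 0% = 10 nM CXCL16 with DMSO and 100% = unstimulated wells without agonist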
APJ antag: antagonists of human apelin receptor APJ, primary screen, CHO-K1 cells, beta-arrestin complementation, luminescence. P35414. inhibition, % at 20 µM. 330,000 compounds, 0.32% hits. AID 2521, 2010;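 active = inhibition above about 40% at 20 µM, limit read from the data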;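 note: cells challenged with 10 nM apelin-13 agonist together with compound; plate controls were apelin-13 plus DMSO wells for no effect and DMSO wells lacking apelin-13 for full effect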
EBI2 block: EBI2 receptor antagonists, beta-arrestin recruitment, primary screen, cell-based, luminescence, 7a,25-OHC stimulation, uHTS; 7a,25-OHC stimulated; AID 651636, 2012; inhibition, % at 5 µM; G-protein coupled receptor 183 (Homo sapiens), P32249; 360,000 compounds, 0.81% hits; in the data active = inhibition above about 38%;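 note: enzyme fragment complementation signal reports receptor beta-arrestin coupling in cells; 0% = agonist plus DMSO wells and 100% = wells without agonist; some results beyond the cut were filed as inactive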
UPR CHOP act: activators of apoptotic CHOP UPR arm, primary screen, cell-based, CHO-CHOP luciferase reporter, luminescence, uHTS | UPR activation; percent of tunicamycin response over DMSO baseline | activation, % at 10 µM | 330,000 compounds, 0.34% hits | AID 449763, 2010;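 active = at 10 µM dose, activation of 40% or more, normalized to positive control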;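 note: 100% = tunicamycin at 10 µg/mL and 0% = DMSO alone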
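Test system: CHO CHOP reporter cells. Input: 500 CHO-CHOP cells per well. Medium: F12 with 10% FBS. Technique: luciferase luminescence. Measure: percent activation relative to tunicamycin control. Dosing: 10 µM compound, 0.5% DMSO. Timing: 16-18 h cell attachment, then 6 h compound exposure, 37 °C.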
CCR6 antag: CCR6 receptor antagonists, primary screen, cell-based, CHO-K1, luminescence, beta-arrestin, uHTS. 340,000 compounds, 0.49% hits. inhibition, % at 20 µM. CHO-K1 CCR6 PathHunter beta-arrestin, CCL20-stimulated;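 active = compounds whose inhibition of the agonist-driven luminescence signal at 20 µM reaches about 50%, limit read from the data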;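 note: cells stimulated with CCL20 at 14 nM final; plate controls were DMSO with CCL20 for no effect and DMSO without agonist for full effect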
tim23-1 inh: growth inhibitors of tim23-1 mutant yeast, primary screen, luminescence, uHTS. S. cerevisiae tim23-1 growth, BacTiter-Glo luminescence, 24 h. 330,000 compounds, 1.3% hits. inhibition, % at 20 µM;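 active = growth inhibition of the mutant yeast at or above 50%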;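 note: temperature-sensitive mutant grown at 25 °C; plate controls were DMSO-treated mutant yeast for no effect and medium wells lacking yeast for full effect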
APJ ag: agonists of human apelin receptor APJ, primary screen, CHO-K1 cells, PathHunter beta-arrestin, luminescence. 0% DMSO wells, 100% apelin. activation, % at 20 µM. 330,000 compounds, 0.11% hits. AID 2520, 2010;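 active = activation more than six SD over the plate average, tested at 20 µM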;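 note: 0% = DMSO alone and 100% = apelin-13 at 10 nM; some results filed as inactive read as strong as hits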
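Material: engineered CHO-K1 APJ arrestin reporter cells; amount: 1000 CHO-K1 reporter cells seeded per well; incubation: compound stimulation 90 min at 25 °C, detection 60 min; signal: luminescent beta-gal fragment complementation, chemiluminescent substrate; read-out basis: APJ agonist activity; controls: DMSO-only wells as negative, 10 nM Apelin-13 as positive control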
Mdm2 MdmX PPI: inhibitors of human Mdm2-MdmX association, primary screen, cell-based, luminescence, split luciferase, SaOS-2, uHTS; 330,000 compounds, 3% hits; AID 485346, 2010; inhibition, % at 8 µM; Protein Mdm4 (Homo sapiens) + E3 ubiquitin-protein ligase Mdm2 (Homo sapiens), …; SaOS-2 split-luciferase Mdm2/MdmX complementation;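 active = inhibition of at least 50% at 8 µM in the primary screen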
Target sequence (O15151 whole entry, looked up): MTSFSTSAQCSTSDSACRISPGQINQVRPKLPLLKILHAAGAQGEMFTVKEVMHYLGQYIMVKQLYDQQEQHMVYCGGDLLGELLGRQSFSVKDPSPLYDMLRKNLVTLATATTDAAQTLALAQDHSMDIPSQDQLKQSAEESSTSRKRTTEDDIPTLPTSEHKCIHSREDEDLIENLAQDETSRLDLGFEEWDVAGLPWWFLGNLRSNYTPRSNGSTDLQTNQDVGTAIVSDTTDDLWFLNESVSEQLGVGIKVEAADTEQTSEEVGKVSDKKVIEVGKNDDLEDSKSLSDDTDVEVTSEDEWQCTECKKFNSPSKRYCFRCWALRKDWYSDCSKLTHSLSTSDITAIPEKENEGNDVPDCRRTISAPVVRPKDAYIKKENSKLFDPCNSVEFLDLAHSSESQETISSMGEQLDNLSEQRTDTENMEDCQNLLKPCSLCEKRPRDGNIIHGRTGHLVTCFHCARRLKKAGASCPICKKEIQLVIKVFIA
Target sequence (Q00987 whole entry, looked up): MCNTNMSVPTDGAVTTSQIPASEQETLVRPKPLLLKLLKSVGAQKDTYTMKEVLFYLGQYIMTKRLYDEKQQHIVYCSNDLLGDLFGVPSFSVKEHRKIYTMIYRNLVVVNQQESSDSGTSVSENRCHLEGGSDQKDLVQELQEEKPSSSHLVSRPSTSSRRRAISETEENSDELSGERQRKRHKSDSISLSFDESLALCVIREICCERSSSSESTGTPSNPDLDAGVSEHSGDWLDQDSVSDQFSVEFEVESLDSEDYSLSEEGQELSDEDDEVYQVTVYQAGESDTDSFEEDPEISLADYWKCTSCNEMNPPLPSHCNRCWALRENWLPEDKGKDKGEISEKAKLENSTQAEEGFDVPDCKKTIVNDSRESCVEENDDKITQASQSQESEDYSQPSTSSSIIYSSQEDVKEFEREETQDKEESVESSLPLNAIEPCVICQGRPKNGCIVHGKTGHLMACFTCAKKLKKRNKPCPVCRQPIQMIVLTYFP
Starred values were filed as active, the others as inactive; . = no result given. These rows are one share of the data; count on the stated rates, not on these rows.

SMILES	UPR XBP1 act	CXCR6 inh	APJ antag	EBI2 block	UPR CHOP act	CCR6 antag	tim23-1 inh	APJ ag	Mdm2 MdmX PPI
CCc1cc(C(=O)N/N=C/c2ccc(O)cc2O)c2ccccc2n1	-0.9	-6.2	-51.3	-9.4	-1.3	10.7	22.6	-3.2	63.5*
Cc1ccccc1-c1noc(-c2ccccc2C(=O)N2CCCC2)n1	-0.2	-9.0	19.7	4.1	-0.1	6.6	29.7	-0.9	6.0
CC1CN(c2ccc(S(=O)(=O)N3CCCC3)cn2)CC(C)O1 (stereo not given)	-0.4	-9.2	-21.6	3.2	-1.7	-4.0	17.2	-5.2	-19.7
CCc1ccccc1NC1c2ccccc2C(=O)N1Cc1ccco1 (stereo not given)	0.4	9.7	17.3	2.3	2.1	7.8	26.9	-7.4	-13.1
O=C(O)C1CC=CCC1C(=O)NCc1ccccc1 (stereo not given)	-1.2	-5.9	-9.2	-3.0	-0.2	-11.5	4.8	-0.3	-3.9
COc1ccc(-c2csc(Cc3nnc(N4CCOCC4)n3-c3ccccc3)n2)cc1	1.5	-2.3	20.2	-1.9	-0.9	-8.2	17.8	-0.1	14.1
O=C(O)CCNC(=S)Nc1cccc(F)c1	-0.1	-4.3	6.3	-1.0	-0.8	2.9	0.0	-3.5	9.0
O=C(COc1ccccc1)NCC(=O)N/N=C/c1cccs1	-2.8	6.2	3.5	2.1	3.4	-4.9	4.3	-0.9	5.0
O=C(Nc1ccccc1N1CCCC1)c1ccc(Cl)cc1Cl	1.0	4.3	-2.4	2.6	-0.9	24.5	23.2	-1.7	14.4
CCCCOP(=O)(OCCCC)C(O)c1ccc(F)cc1 (stereo not given)	-1.1	5.0	0.7	-7.0	4.3	2.8	8.7	-3.9	15.3
CSc1nsc(SCC(=O)Nc2ccc(OC(C)=O)cc2)n1	-0.6	-2.2	4.1	3.4	4.0	18.0	-2.1	-1.7	-66.3
Cc1ccc(C(c2sc3nc(C)nn3c2O)N2CCN(CCO)CC2)cc1 (stereo not given)	0.1	2.1	1.8	-7.5	0.9	5.9	11.0	-1.8	17.9
COc1ccc(OCCSc2nnc(-c3cccnc3)n2N)cc1	-2.5	-0.7	-12.5	-4.0	6.1	4.4	9.2	-4.1	13.2
CCC(C)NCCCOc1ccc(Cl)cc1C(C)(C)C (stereo not given)	-2.5	-13.3	3.9	-19.8	-1.8	0.8	-1.9	-1.6	7.0
COc1c(F)cc2[nH]c3c(c2c1F)CCNC3=O	-0.9	-0.6	-52.3	-11.0	0.3	-7.2	9.7	-2.1	27.6
NNc1nc2sc3c(c2c(=O)n1C1CCCCC1)CCN(Cc1ccccc1)C3	1.7	-1.2	13.1	3.1	-2.0	28.7	26.2	-1.0	55.5*
COC(=O)CCC(=O)NC(=S)Nc1sc(C)c(C)c1C(N)=O	13.9	23.0	35.9	-8.1	1.6	38.2	4.3	-3.9	61.0*
CC(=O)N/C(=C\c1ccccc1)C(=O)OCCCOC(=O)/C(=C/c1ccccc1)NC(C)=O	-5.6	1.0	-15.9	11.4	0.9	-4.5	-3.2	1.6	29.4
CC(C)OC(=O)COc1cc(O)c2c(=O)cc(-c3ccccc3)oc2c1	1.7	-1.6	0.2	8.8	2.4	18.3	-3.1	-0.8	-12.4
COc1ccc(Cl)cc1NC(=O)C1CCN(C(=O)C2CC(=O)N(c3ccc(C)cc3)C2)CC1 (stereo not given)	-2.0	-7.5	-17.2	7.7	0.2	8.0	32.6	2.7	7.7
CCOC(=O)c1ccc(Nc2cc(C)nc(-c3ccccc3O)n2)cc1	1.0	-2.6	-10.6	40.7	1.9	-7.8	21.8	2.0	-4.1
CC(=O)Nc1ccc(S(=O)(=O)NCCC(=O)N2CCC(Cc3ccccc3)CC2)cc1	-0.6	-9.0	-53.7	-16.0	-1.6	4.0	5.0	-1.7	5.0
CC(=O)c1cccc(NC(=O)C2CCN(S(=O)(=O)c3c(C)n[nH]c3C)CC2)c1	-1.7	7.7	7.6	-19.3	1.9	9.1	11.1	3.8	17.7
COc1ccc(N(CC(=O)N2CCN(c3ccc(Cl)cc3)CC2)S(=O)(=O)c2c(C)noc2C)cc1	-7.4	0.4	7.4	16.4	-0.1	-6.1	36.2	6.2	18.6
COc1ccc(-n2c(Cc3ccccc3)nnc2SCc2ccc([N+](=O)[O-])cc2)cc1	0.5	-1.6	-0.6	21.1	-0.1	22.5	35.4	2.8	5.0
CC1CC(=O)Nc2ccccc2N1S(=O)(=O)c1ccc(F)cc1F (stereo not given)	-5.7	7.6	3.5	7.5	1.0	3.6	15.2	-1.3	11.5
COc1ccc(OC)c(N2C(N)=C(C#N)C(c3ccc(OC)c(O)c3)C3=C2CC(C)(C)CC3=O)c1 (stereo not given)	-4.4	.	-28.2	.	-1.8	6.6	12.2	-0.7	-16.0
CCOc1ccccc1NC(=O)C1CCCN1S(=O)(=O)c1ccccc1C(F)(F)F (stereo not given)	-2.0	-3.0	-5.5	1.9	1.0	17.4	30.2	-4.0	22.5
CCOc1ccc(C2C=C(c3ccccc3)Nc3ncnn32)cc1 (stereo not given)	4.3	.	-38.7	.	1.3	.	29.3	-0.7	-24.9
CC(=O)c1ccc(NC(=O)C2(c3ccccc3)CCOCC2)cc1	2.1	-4.0	5.2	2.3	9.2	3.6	3.2	-2.6	-76.3
Cc1cc(C)cc(NC(=O)CCC(=O)N2CCSc3ccccc32)c1	0.2	11.1	-17.2	0.7	-1.0	6.0	14.0	-4.5	-12.0
Cn1c(=O)c2c(nc(NCCO)n2CCCc2ccccc2)n(C)c1=O	-2.9	-3.4	-27.4	-9.7	-3.9	9.6	2.1	0.7	10.4
CCN1CCCC1CNC(=O)C(=O)NCCc1ccc(OC)c(OC)c1 (stereo not given)	-1.3	-3.2	8.3	1.9	-1.5	3.5	-2.2	-1.6	8.5
COC(=O)[C@@H]1C[C@@]2(O)[C@@H](O)[C@@H](O)[C@@H](O)C[C@H]2N1Cc1ccc(Cl)cc1	-1.3	-1.8	1.4	-14.8	-1.9	-6.7	3.8	-7.3	3.4
CC(C)C[C@H](N)c1nnc(S(=O)(=O)Cc2ccc(F)cc2)o1	-8.1	42.4*	13.9	-8.6	17.4	34.9	7.4	-0.8	45.8
Cc1cccc(Nc2nc(N3CCOCC3)nc(N3CCOCC3)n2)c1	-1.5	9.0	-0.2	8.0	1.5	3.2	13.1	-5.6	51.3*
COc1ccc(NS(=O)(=O)c2cc(N)ccc2N2CCCCC2)cc1	-1.0	9.7	12.4	0.4	-0.8	4.2	24.1	-2.8	-0.6
O=C(CC1CCS(=O)(=O)C1)NC1CCCCC1 (stereo not given)	1.2	4.7	8.2	-0.2	6.7	8.8	8.0	-1.4	-2.7
CCC(Oc1ccccc1)C(=O)N(C)CC(=O)N(CC(C)C)c1c(N)n(CC(C)C)c(=O)[nH]c1=O (stereo not given)	-0.3	-3.6	9.3	1.2	1.0	-0.7	8.0	-4.7	12.8
COc1ccccc1N1C(=O)c2cccc3c(C(=O)O)ccc(c23)C1=O	-0.5	-4.1	4.5	-6.9	-0.7	-0.4	-5.6	-1.2	8.5
O=C(CCN(CCO)Cc1ccccc1)Nc1ccc(Br)cc1	1.9	-1.2	-24.0	-4.6	-0.2	2.5	14.9	-3.1	8.8
COCCCn1c(C)cc(C(=O)COC(=O)CCc2nc3ccccc3c(=O)[nH]2)c1C	0.6	.	11.9	.	0.6	11.0	25.2	-3.4	12.2
CCOc1ccccc1NC(=O)Cn1nnc(C(=O)Nc2ccccc2Cl)c1N	-1.9	-0.3	1.4	-2.5	4.2	16.3	-21.0	-0.5	4.3
O=c1cc(CSc2nnc(NC3CCCCC3)s2)nc2sccn12	-0.5	-9.2	6.2	-9.8	2.4	5.5	23.4	-1.5	18.6
CCOC(=O)N/N=C(C)/C=C/c1ccco1	0.0	-4.0	11.6	-13.0	0.8	14.6	7.4	-2.3	-2.3
CN1/C(=C\C(=O)C[n+]2ccc3ccccc3c2)C(C)(C)c2ccccc21	0.2	-1.4	-35.0	-5.7	2.3	4.5	4.5	0.4	40.3
CS(=O)(=O)N1CCN(C(=O)c2ccc3c(c2)OCCO3)CC1	-2.1	0.3	-12.5	-3.2	1.3	7.3	-4.8	-1.8	19.6
O=c1cc(N2CCCCC2)c2ccccc2o1	1.0	-1.8	-11.8	2.9	0.5	19.0	-12.1	-1.5	8.5
CC(OC(=O)c1ccc(CN2CCCC2=O)cc1)C(=O)Nc1ccc(Cl)cc1 (stereo not given)	-1.7	-6.5	-6.3	-4.0	-1.9	13.1	6.6	-2.1	-23.2
OCC1(CCc2ccccc2)CCN(Cc2cc(F)ccc2-n2cccn2)CC1	-3.9	4.9	7.4	7.9	-0.2	9.9	3.9	-2.0	27.8
CCC(=O)N1CCc2cc(Br)cc(S(=O)(=O)CCC(=O)NCCOC)c21	0.3	7.8	-6.1	-7.1	-1.2	-13.5	7.1	9.1	-14.6
Cc1cccc(-n2c(SCC(=O)c3c(N)n(C4CC4)c(=O)[nH]c3=O)nnc2N2CCOCC2)c1	-1.4	-4.2	6.7	10.4	-0.2	4.0	-0.9	-0.7	-5.9
Cn1c(=O)c2c(nc(N3CCOCC3)n2CCSc2ncccn2)n(C)c1=O	6.6	-4.9	-5.4	-5.1	-1.4	1.5	-4.4	-4.3	5.6
Cc1ccc(/C=C/C(=O)N2CCN(c3ccc(F)cc3)CC2)o1	-1.2	8.3	15.3	-2.5	0.7	1.0	40.6	-1.0	7.4
Cc1ccc(S(=O)(=O)CC(=O)Nc2nnc(C(C)(C)C)s2)cc1	-2.5	1.8	1.5	9.6	1.9	8.0	14.8	-0.3	16.1

An excerpt of these results, as comma-separated lines:
Structure,UPR XBP1 act,CXCR6 inh,APJ antag,EBI2 block,UPR CHOP act,CCR6 antag,tim23-1 inh,APJ ag,Mdm2 MdmX PPI
CS(=O)(=O)N1CCN(C(=O)c2ccc3c(c2)OCCO3)CC1,-2.1,0.3,-12.5,-3.2,1.3,7.3,-4.8,-1.8,19.6
O=c1cc(N2CCCCC2)c2ccccc2o1,1.0,-1.8,-11.8,2.9,0.5,19.0,-12.1,-1.5,8.5
CC(OC(=O)c1ccc(CN2CCCC2=O)cc1)C(=O)Nc1ccc(Cl)cc1 (stereo not given),-1.7,-6.5,-6.3,-4.0,-1.9,13.1,6.6,-2.1,-23.2
